Compound activity from PubChem.
Pin1 inhibitor – inhibitors of human Pin1 | actives 0.009% (n = 390,000) | Potency, µM (highest dose often 115 µM), for the others: at the highest dose activity, negative = inhibition, most hits filed as inhibitors | AID 504891 | Pin1 FP peptide displacement, HiFluor488, 10 min; active = well fitted inhibition curve with a large enough effect in the polarisation, with a control signal flat, not every such curve was filed as active; inconclusive = small, poorly fitted or top-dose-only effect, or effect the other way, or a change in a side signal; inactive = no such curve, though single readings can be large or run the other way; the % refers to the polarisation; note: potency is the fitted concentration of half-maximal effect; % is set by controls: 0 for no effect and ±100 for the full control effect
USP1 inh – blocks the human USP1/UAF1 deubiquitinase complex; O94782; recombinant USP1/UAF1, Ub-Rhodamine cleavage fluorescence; Potency, µM (top dose mostly 57.1 µM), for inactives: top-dose activity change, negative = inhibition, hits mostly inhibitors; actives 0.23% (n = 390,000); note: potency is the fitted concentration of half-maximal effect; % is set by controls: 0 for no effect and ±100 for the full control effect; nearly all actives have a fitted effect of over 60% in size; inactives centre near -12
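Step one: compound is pinned into 1nM USP1/UAF1 in HEPES pH 7.8 buffer with TCEP. Step two: 15 min room-temperature incubation. Step three: Ub-Rho (150nM final) starts cleavage, tracked by fluorescence over six one-minute reads.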
Tb PGK inh – inhibitors of T. brucei phosphoglycerate kinase; PGK/GAPDH coupled, Kinase-Glo luminescence, 60 min; Potency, µM (doses to about 57.5 µM), for the others: top-dose activity change, negative = inhibition, most hits filed as inhibitors; actives 0.043% (n = 380,000); note: potency is the fitted concentration of half-maximal effect; % is set by controls: 0 for no effect and ±100 for the full control effect; nearly all actives have a fitted effect of over 60% in size
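Luminescent ATP detection (Kinase-Glo Plus) follows a 60-minute room-temperature incubation, with wells lacking PGK as controls. Buffer: 100 mM TEA (pH 7.6), 5 mM MgCl2, 0.01% Tween-20. Coupling enzyme GAPDH (100 nM final) supplies unstable 1,3-BPG in-well.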
IDH1 R132H inh – inhibitors of human mutant IDH1 R132H; Potency, µM (top dose mostly 76.6 µM), for inactives: top-dose activity change, negative = inhibition, most hits filed as inhibitors; IDH1-R132H enzyme, NADPH consumption, diaphorase/resazurin fluorescence; actives 0.093% (n = 390,000); AID 602179; O75874; note: potency is the fitted concentration of half-maximal effect; % is set by controls: 0 for no effect and ±100 for the full control effect; nearly all actives have a fitted effect of over 65% in size
Target sequence (O75874 whole entry R132H, stated change not applied): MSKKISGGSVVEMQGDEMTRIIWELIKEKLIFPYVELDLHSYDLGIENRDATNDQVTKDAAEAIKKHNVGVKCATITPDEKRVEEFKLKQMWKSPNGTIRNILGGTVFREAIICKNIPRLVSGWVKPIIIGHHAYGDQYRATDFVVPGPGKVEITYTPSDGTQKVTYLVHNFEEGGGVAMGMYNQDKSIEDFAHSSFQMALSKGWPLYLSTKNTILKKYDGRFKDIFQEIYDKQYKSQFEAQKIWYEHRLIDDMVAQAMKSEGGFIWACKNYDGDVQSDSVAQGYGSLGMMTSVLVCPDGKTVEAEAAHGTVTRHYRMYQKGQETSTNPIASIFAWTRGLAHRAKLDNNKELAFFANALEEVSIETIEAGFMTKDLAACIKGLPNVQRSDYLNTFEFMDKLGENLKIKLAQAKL
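IDH1-R132H (0.5 ug/mL) preincubated 30 min with compound, then NADPH (0.016 mM) and alpha-KG (2 mM) added; 80 min at RT, pH 7.5. Remaining NADPH coupled via diaphorase/resazurin to fluorescence (540/590 nm); concentration-response curves normalized to no-enzyme control.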
TrxR1 substrate – rat thioredoxin reductase 1 substrate activity; purified TrxR1 substrate turnover, NADPH consumption readout; Potency, µM (doses to about 114 µM), for the others: top-dose activity change, negative = substrate turnover; actives 0.01% (n = 390,000); note: potency is the fitted concentration of half-maximal effect; % is set by controls: 0 for no effect and ±100 for the full control effect; nearly all actives have a fitted effect of over 50% in size
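Rat TrxR1, dispensed at 90 nM, was prereduced with 400 uM NADPH (final) for 5 min at ~22 deg C, then incubated with compound 15 min before 400 uM selenite. A first-read NADPH fluorescence drop versus no-compound background flagged substrates.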
HP1b chromo inh – inhibitors of HP1-beta chromodomain binding to methylated histone tails; Potency, µM (top dose mostly 114 µM), without a hit: at the top dose activity change, negative = inhibition, hits mostly inhibitors; AID 540317; actives 0.56% (n = 390,000); AlphaScreen HP1-beta / biotin-H3K9me3 peptide binding; P83916; note: potency is the fitted concentration of half-maximal effect; nearly all actives have a fitted effect of over 70% in size; inactives centre near 23
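AlphaScreen: HP1-beta (50 nM) preformed 30 min with biotin-H3(1-18)K9me3 peptide (50 nM) in PBS pH 7.4, 0.01% Tween-20. Compound added for 30 min at RT, then streptavidin donor/nickel chelate acceptor beads (10 ug/mL) for 30 min.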
rTrxR1 inhibitor – blocks rat thioredoxin reductase 1; O89049; recombinant rTrxR1, NADPH fluorescence consumption, selenite substrate; actives 1% (n = 390,000); AID 588453; Potency, µM (titrated, usually from 114 µM), for the others: at the highest dose activity change, negative = inhibition, usual class: inhibitors; note: potency is the fitted concentration of half-maximal effect; % is set by controls: 0 for no effect and ±100 for the full control effect; nearly all actives have a fitted effect of over 65% in size
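Rat TrxR1 (90 nM in the dispensed reagent) was pre-reduced with 400 uM NADPH for 5 min at room temperature, then incubated with compound for 15 min. After 400 uM selenite was added, NADPH fluorescence (Ex 340/Em 450 nm) was followed for 8 min.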
PI4K2A inh – PI4K2A (human) kinase inhibition; purified PI4K2A, ADP-Glo luminescence, 1 h; active compounds read low; AID 1346378; Q9BTU6; activity change, negative = inhibition, % at 76.9 µM; actives 0.13% (n = 420,000); in the data active = activity change below about -50%; inconclusive = mostly about -30% to -49%;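 note: -100% = wells without enzyme as full effect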
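In this quantitative HTS, ADP production by PI4K2A was quantified luminescently after 1 h at ambient temperature; 100 microM adenosine served as plate-quality control.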
GLS inh – glutaminase GLS (human) inhibition | O94925 | GLS enzymatic activity, qHTS titration | Potency, µM (titrated, usually from 45.5 µM), for inactives: at the highest dose activity change, negative = inhibition, hits mostly inhibitors | actives 0.21% (n = 410,000) | AID 624170; note: potency is the fitted concentration of half-maximal effect; % is set by controls: 0 for no effect and ±100 for the full control effect
Target sequence (O94925 whole entry, looked up): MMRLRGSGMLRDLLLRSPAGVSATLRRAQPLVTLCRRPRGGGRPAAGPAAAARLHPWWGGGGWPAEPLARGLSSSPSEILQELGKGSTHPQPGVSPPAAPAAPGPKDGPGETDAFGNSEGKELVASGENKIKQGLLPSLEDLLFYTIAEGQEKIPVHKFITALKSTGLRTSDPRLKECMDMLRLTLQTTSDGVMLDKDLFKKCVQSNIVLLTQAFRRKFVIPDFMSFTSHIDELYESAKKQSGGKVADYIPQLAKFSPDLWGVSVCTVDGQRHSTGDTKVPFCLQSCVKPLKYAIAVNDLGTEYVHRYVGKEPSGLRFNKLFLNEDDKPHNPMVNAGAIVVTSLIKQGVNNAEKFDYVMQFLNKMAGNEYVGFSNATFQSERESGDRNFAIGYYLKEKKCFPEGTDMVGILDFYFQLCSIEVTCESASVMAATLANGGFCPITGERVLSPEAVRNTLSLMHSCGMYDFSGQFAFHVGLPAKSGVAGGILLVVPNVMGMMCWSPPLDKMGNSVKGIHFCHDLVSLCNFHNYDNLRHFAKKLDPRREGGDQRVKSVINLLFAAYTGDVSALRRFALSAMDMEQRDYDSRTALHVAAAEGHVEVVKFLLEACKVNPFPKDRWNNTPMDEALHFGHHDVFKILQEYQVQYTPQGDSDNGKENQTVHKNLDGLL
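Compounds were pin-transferred onto hKGA, after which L-glutamine (1 mM solution) and a detection mix of glutamate oxidase, HRP and Amplex Red were added. Initial and 30 min RT fluorescence reads were collected.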
Starred values were filed as active, the others as inactive; & = joins results of further samples; [ ] = another dose, or the depositor's remark. Unless noted, calls come from the whole dose curve; as a rule, active = well fitted curve in the direction sought with a large enough effect; inconclusive = small, poorly fitted or top-dose-only effect, or another doubt; inactive = no such curve, though single readings can be large; an effect the other way counts as inactive or inconclusive.

COC(=O)c1ccc(CNC(=O)COC(=O)CCC2CCCC2)cc1 was read as Pin1 inhibitor 3%, USP1 inh 3%, Tb PGK inh -7%, IDH1 R132H inh 0%, TrxR1 substrate -10%, HP1b chromo inh 32%, rTrxR1 inhibitor -9%, PI4K2A inh 0 and GLS inh 7%.
CCOC(=O)CN1CC23C=CC(O2)C(C(=O)Nc2ccc(OC)cc2OC)C3C1=O (centres undefined) was read as Pin1 inhibitor -4%, USP1 inh -18%, Tb PGK inh 7%, IDH1 R132H inh 3%, TrxR1 substrate 4%, HP1b chromo inh 51%[activator], rTrxR1 inhibitor 14%, PI4K2A inh 3 and GLS inh 1%.
Cc1ccc(-c2nn(C)c(=O)c3ccccc23)cc1CNC(=O)CN1CCOCC1 was read as Pin1 inhibitor -2%, USP1 inh -14%, Tb PGK inh -2%, IDH1 R132H inh 0%, TrxR1 substrate -6%, HP1b chromo inh 32%, rTrxR1 inhibitor -18%, PI4K2A inh 0 and GLS inh -8%.
Screening CC(=O)c1c(C)[nH]c(C(=O)Nc2cccc(S(=O)(=O)N3CCOCC3)c2)c1C returned Pin1 inhibitor inconclusive, USP1 inh -5%, Tb PGK inh 2%, IDH1 R132H inh 9%, TrxR1 substrate -13%, HP1b chromo inh -5%, rTrxR1 inhibitor -12%, PI4K2A inh 2 and GLS inh 6%.
`COc1ccc(N2C(=O)c3ccccc3NC2c2cccnc2)cc1` (centres undefined) gave Pin1 inhibitor 4%, USP1 inh -4%, Tb PGK inh -3%, IDH1 R132H inh 2%, TrxR1 substrate 14%, HP1b chromo inh 30%, rTrxR1 inhibitor 20%[57.1 µM], PI4K2A inh -4 and GLS inh 2%.
Screening CCC(C)n1c(=N)c(S(=O)(=O)c2ccc(C)cc2)cc2c(=O)n3cc(C)ccc3nc21 (centres undefined) returned Pin1 inhibitor inconclusive, USP1 inh -13%, Tb PGK inh inactive, IDH1 R132H inh 6%, TrxR1 substrate 9%, HP1b chromo inh 41%[activator], rTrxR1 inhibitor 56%[activator], PI4K2A inh 2 and GLS inh -6%.
Screening Cc1ccc(N2C(=O)CC3(CC4C=CC3C4)C2=O)cc1 (centres undefined) returned Pin1 inhibitor inconclusive, USP1 inh -15%, Tb PGK inh -1%, IDH1 R132H inh 3%, TrxR1 substrate -6%, HP1b chromo inh 26%, rTrxR1 inhibitor 0%, PI4K2A inh -7 and GLS inh -2%.
For Cc1[nH]c2ccccc2c1/C=N\NC(=O)CNc1ccc2c(c1)OCO2 the results were Pin1 inhibitor 1%, USP1 inh -21%, Tb PGK inh -3%, IDH1 R132H inh 5%, TrxR1 substrate 10%[57.1 µM], HP1b chromo inh inconclusive, rTrxR1 inhibitor 5%[57.1 µM], PI4K2A inh 5 and GLS inh -27%.
`N#CN=C1CCCCCN1CC(N)=O` gave Pin1 inhibitor -6%, USP1 inh -2%, Tb PGK inh inactive, IDH1 R132H inh 2%, TrxR1 substrate 0%[57.1 µM], HP1b chromo inh 12%, rTrxR1 inhibitor -5%[57.1 µM], PI4K2A inh 4 and GLS inh 2%.
Screening O=C(Nc1nnc(C2CC2)s1)C1=NN(C2CCS(=O)(=O)C2)C(=O)CC1 (centres undefined) returned Pin1 inhibitor -2%, USP1 inh -6%, Tb PGK inh 9%, IDH1 R132H inh -4%, TrxR1 substrate 4%[57.1 µM], HP1b chromo inh 36%, rTrxR1 inhibitor 13%, PI4K2A inh -5 and GLS inh 4%.
For CCc1ccc(-c2cn3c(n2)sc2cc(C(=O)NC4CCCCCC4)ccc23)cc1 the results were Pin1 inhibitor 1%, USP1 inh -19%, Tb PGK inh -6%, IDH1 R132H inh -2%, TrxR1 substrate 6%, HP1b chromo inh 5%, rTrxR1 inhibitor 26%, PI4K2A inh -3 and GLS inh -11%.
Screening COc1cc(/C=C/CN2CCN(CCC(C)C)C(CCO)C2)ccc1O (centres undefined) returned Pin1 inhibitor 0%, USP1 inh -11%, Tb PGK inh -1%, IDH1 R132H inh 5%, TrxR1 substrate 4%, HP1b chromo inh 21%, rTrxR1 inhibitor inconclusive, PI4K2A inh 6 and GLS inh 20%.
O=C(C1CCN(c2ncnc3c2nc2n3CCCCC2)CC1)N1CCN(c2ccccc2F)CC1 was read as Pin1 inhibitor -5%&0%, USP1 inh -22%&-19%, Tb PGK inh 1%&7%, IDH1 R132H inh -5%&0%, TrxR1 substrate 4%&-2%, HP1b chromo inh 39%&23%, rTrxR1 inhibitor 32%&10%[activator], PI4K2A inh 3&2 and GLS inh 3%&6%.
`CCN(C(=O)C12CC3CC(CC(C3)C1)C2)C1CCS(=O)(=O)C1` (centres undefined) gave Pin1 inhibitor -3%, USP1 inh -15%, Tb PGK inh inactive, IDH1 R132H inh 15%, TrxR1 substrate -6%, HP1b chromo inh 29%, rTrxR1 inhibitor -3%, PI4K2A inh -2 and GLS inh -4%.
`COc1cccc2c(=O)c(SC(F)(F)C(F)C(F)(F)F)c(C)[nH]c12` (centres undefined) gave Pin1 inhibitor 3%, USP1 inh -26%, Tb PGK inh 7%, IDH1 R132H inh 0%, TrxR1 substrate 82%[activator], HP1b chromo inh 12%, rTrxR1 inhibitor 4%, PI4K2A inh 4 and GLS inh 5%.
`Cc1cccc(OCC(=O)Nc2c3c(nn2C(C)(C)C)CS(=O)(=O)C3)c1` gave Pin1 inhibitor -11%, USP1 inh -6%, Tb PGK inh 2%, IDH1 R132H inh -5%, TrxR1 substrate 0%, HP1b chromo inh 38%, rTrxR1 inhibitor 0%, PI4K2A inh 4 and GLS inh 2%.
Screening CCOC(=O)CSc1nnc(NC(=O)CN2CCN(C=O)CC2)s1 returned Pin1 inhibitor -7%, USP1 inh -7%, Tb PGK inh -1%, IDH1 R132H inh 4%, TrxR1 substrate 0%, HP1b chromo inh 47%[activator], rTrxR1 inhibitor 4%, PI4K2A inh -1 and GLS inh 1%.
`O=C(CSc1nnc(-c2ccccc2)c(-c2ccccc2)n1)N1CCc2ccccc21` gave Pin1 inhibitor 5%, USP1 inh -1%, Tb PGK inh -1%, IDH1 R132H inh -2%, TrxR1 substrate -5%, HP1b chromo inh -8%, rTrxR1 inhibitor 3%, PI4K2A inh -5 and GLS inh -14%.
For CCOC(=O)COn1c(=O)c(-c2ccco2)[n+]([O-])c2ccccc21 the results were Pin1 inhibitor 15%, USP1 inh -19%, Tb PGK inh -5%, IDH1 R132H inh -6%, TrxR1 substrate 8%, HP1b chromo inh 9%, rTrxR1 inhibitor 8.9µM*, PI4K2A inh -1 and GLS inh 6%.
NCCCC[C@H]1CNC(=S)N1CCc1cc(C(F)(F)F)cc(C(F)(F)F)c1 was read as Pin1 inhibitor -9%, USP1 inh -15%, Tb PGK inh -9%, IDH1 R132H inh 15%, TrxR1 substrate 9%[57.1 µM], HP1b chromo inh 34%, rTrxR1 inhibitor 11%[57.1 µM], PI4K2A inh -3 and GLS inh 2%.
Screening COc1ccccc1CNC(=O)c1cc(-c2ccccc2)n(Cc2cc(C)no2)n1 returned Pin1 inhibitor -19%, USP1 inh 15%, Tb PGK inh 1%, IDH1 R132H inh 5%, TrxR1 substrate 10%[57.1 µM], HP1b chromo inh 52%[activator], rTrxR1 inhibitor 30%[57.1 µM], PI4K2A inh 2 and GLS inh -11%.
COc1cccc(NC(=O)CSCC(=O)O)c1 was read as Pin1 inhibitor 7%, USP1 inh 0%, Tb PGK inh 0%, IDH1 R132H inh -2%, TrxR1 substrate -4%, HP1b chromo inh 20%, rTrxR1 inhibitor 0%, PI4K2A inh 2 and GLS inh 13%.
`CS(=O)(=O)N1N=C(c2ccco2)CC1c1ccc(Cl)cc1Cl` (centres undefined) gave Pin1 inhibitor 6%, USP1 inh -14%, Tb PGK inh 8%, IDH1 R132H inh -3%, TrxR1 substrate -1%, HP1b chromo inh 20%, rTrxR1 inhibitor -25%, PI4K2A inh 5 and GLS inh -5%.
`Cc1ccc(CNC(=O)c2ccc3c(=O)n(CCCN4CCCC4=O)c(=S)[nH]c3c2)cc1` gave Pin1 inhibitor 0%, USP1 inh -11%, Tb PGK inh 13%, IDH1 R132H inh -3%, TrxR1 substrate -7%, HP1b chromo inh 42%[activator], rTrxR1 inhibitor -11% and PI4K2A inh -4.

Quoted at random: 2 records from the list, in no set order.
Screening COc1ccccc1CNC(=O)c1cc(-c2ccccc2)n(Cc2cc(C)no2)n1 returned Pin1 inhibitor -19%, USP1 inh 15%, Tb PGK inh 1%, IDH1 R132H inh 5%, TrxR1 substrate 10%[57.1 µM], HP1b chromo inh 52%[activator], rTrxR1 inhibitor 30%[57.1 µM], PI4K2A inh 2 and GLS inh -11%.
`COc1cccc2c(=O)c(SC(F)(F)C(F)C(F)(F)F)c(C)[nH]c12` (centres undefined) gave Pin1 inhibitor 3%, USP1 inh -26%, Tb PGK inh 7%, IDH1 R132H inh 0%, TrxR1 substrate 82%[activator], HP1b chromo inh 12%, rTrxR1 inhibitor 4%, PI4K2A inh 4 and GLS inh 5%.

A portion of the library. The share of hits here may be higher or lower than overall.
